Cneo AK release = Cryptococcus neoformans cell lysis inducers, primary screen, AK release luminescence, single concentration | C. neoformans lysis, adenylate kinase release luminescence, 4 h; normalised: neutral wells 0, clomiphene wells 100 | lysis activity, % at 15 µM | actives 0.2% (n = 360,000) | AID 651654, 2012;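 active = mean lysis activity across replicates of at least 80%, whatever share of replicates individually reach that level; inactive = mean lysis activity below 80%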
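Signal: Adenylate kinase release luminescence | Assay system: Log-phase Cryptococcus neoformans yeast cells | Input: Cells at 5 × 10^6 per mL | Buffer or medium: Fresh YPD growth medium | Compound: Single dose | Schedule: Static 4 h at 37 °C with compound, 1 h detection | Controls: Clomiphene | Read-out: Luminescence rise reflecting yeast cell lysis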
miR122 inh = miR-122 Renilla sensor signal increase in Huh7, primary screen, miR-122 inhibitor project, cell-based, single point, plate reader. Huh7 miR-122 Renilla luciferase sensor, 48 h; neutral wells = 0, positive control = 100. activation (reporter increase), % at 12.5 µM. actives 0.3% (n = 340,000). AID 602342, 2012;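 active = mean replicate activation score at least 90 and every replicate individually at or above 90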;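 note: higher luciferase means less miR-122 activity so hits act as miR-122 inhibitors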
esBAF inh = Bmi1 luciferase reporter increase in mESCs, primary screen, esBAF inhibitor project, mouse ES cells, Bmi1 luciferase knock-in, single point; actives 2% (n = 350,000); AID 602393, 2012; reporter increase, % at 12.5 µM; 24 h; 100% = twice the neutral-well signal; in the data active = activation above about 40%;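 note: 0% = median of the plate's neutral control wells and 100% = double that signal; a rise in the Bmi1 reporter signal indicates esBAF inhibition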
C2C12 statin = suppressors of statin myotoxicity in C2C12 myotubes, primary screen, cell-based, single point, plate reader; actives 0.78% (n = 330,000); rescue of ATP level, % at 7.49 µM; C2C12 myotubes + simvastatin, ATP luminescence, 48 h; scaled: DMSO 0, geranylgeraniol control 100;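 active = mean ATP rescue above about 67%, or every replicate alone reaching that limit, limit read from the data, passing the limit was not always enough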;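 note: myotubes were challenged with 10 µM simvastatin during compound exposure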
ARNT TACC3 PPI = disruptors of ARNT/TACC3 protein interaction, primary screen, biochemical, AlphaScreen, single concentration | inhibition, % at 9.99 µM | AlphaScreen His-ARNT PAS-B/GST-TACC3 binding, luminescence; TACC3 fragment carries E629A point mutation | AID 623870, 2012 | actives 0.66% (n = 390,000);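 active = mean inhibition of replicates at least 50% and at least half of replicates each reaching 50%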;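 note: 0% = complete ARNT plus TACC3 wells and 100% = ARNT alone without TACC3; many hits fall short of the cut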
ERp5 block = inhibitors of ERp5-driven insulin aggregation, primary screen, biochemical, turbidity, absorbance 650 nm, single point; actives 0.05% (n = 350,000); inhibition, % at 9.99 µM; Protein disulfide-isomerase A6 (Homo sapiens), Q15084; 90 min; AID 651711, 2012;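 active = mean replicate inhibition above about 25%, with every replicate also reaching it, limit read from the data, passing the limit was not always enough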
Target sequence (Q15084 whole entry, looked up): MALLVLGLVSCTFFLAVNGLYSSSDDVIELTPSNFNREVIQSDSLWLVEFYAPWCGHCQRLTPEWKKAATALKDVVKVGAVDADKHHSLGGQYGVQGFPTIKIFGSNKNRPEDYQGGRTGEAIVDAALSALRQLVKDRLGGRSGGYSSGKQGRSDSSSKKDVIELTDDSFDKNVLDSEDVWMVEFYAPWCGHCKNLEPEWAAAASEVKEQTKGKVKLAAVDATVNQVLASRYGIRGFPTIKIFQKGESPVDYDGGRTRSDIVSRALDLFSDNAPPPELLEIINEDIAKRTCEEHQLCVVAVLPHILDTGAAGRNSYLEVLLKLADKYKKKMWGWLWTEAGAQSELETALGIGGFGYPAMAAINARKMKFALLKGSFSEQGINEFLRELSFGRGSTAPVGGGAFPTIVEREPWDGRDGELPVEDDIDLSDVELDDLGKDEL
SIRT5 inh = SIRT5 desuccinylase inhibitors, primary screen, biochemical, fluorescence imaging, single point, set 5 | Purified SirT5, succinyl-peptide AMC, trypsin-coupled fluorescence | inhibition, % at 15 µM | actives 1.1% (n = 330,000) | NAD-dependent protein deacylase sirtuin-5, mitochondrial (Homo sapiens), Q9NXA8 | AID 652115, 2013; in the data active = inhibition above about 15%
Target sequence (Q9NXA8 whole entry, looked up): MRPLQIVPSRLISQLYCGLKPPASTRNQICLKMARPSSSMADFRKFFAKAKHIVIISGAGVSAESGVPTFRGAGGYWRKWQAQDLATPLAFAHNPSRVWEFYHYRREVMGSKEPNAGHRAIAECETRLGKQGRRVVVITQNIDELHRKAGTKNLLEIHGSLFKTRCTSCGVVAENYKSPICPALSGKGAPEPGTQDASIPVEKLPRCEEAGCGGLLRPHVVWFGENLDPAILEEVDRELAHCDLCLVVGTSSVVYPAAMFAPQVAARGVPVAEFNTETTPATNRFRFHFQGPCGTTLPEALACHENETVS
* hit, by the source's call; / = no result given; [ ] = dose if it differs, or a comment. No enrichment for hits (roughly 4% active in at least one column).

The opening eleven entries, ahead of the listing:
Structure	Cneo AK release	miR122 inh	esBAF inh	C2C12 statin	ARNT TACC3 PPI	ERp5 block	SIRT5 inh
Cc1noc(C)c1S(=O)(=O)N1CCCC(C(=O)Nc2ccc(Cl)cn2)C1 (stereo unspecified)	-1	-8	0	-2	-4	/	/
CC(=O)Nc1nc(-c2cccs2)cs1	-3	2	14	/	7	/	/
Cc1cccc(-n2nc3c(c2NC(=O)C2CC2)CS(=O)(=O)C3)c1C	-3	-4	-7	10	4	8	-6
COc1cccc(/C=N/NC(=O)CNC(=O)c2ccc(S(=O)(=O)N3CCOCC3)cc2)c1OC	/	/	/	/	-5	3	-4
O=C(NC1CCSc2ccccc21)c1ccccc1Cl (stereo unspecified)	1	-5	7	0	-1	9	0
CC(=O)NC[C@H]1[C@H](c2ccc(C3=CCCC3)cc2)[C@H](CO)N1C(=O)NC(C)C	0	0[16.7 µM]	5	0	-2	/	/
CN(Cc1cccc(F)c1)CC(O)COCc1ccccc1Cl (stereo unspecified)	-8	-6	-3	5	-2	-4	-1
Cc1ccc(C(O)c2ncc(-c3ccc4ccccc4c3)[nH]2)cc1F (stereo unspecified)	3	-1	20	4	/	-5	-2
O=C(OCC(=O)c1ccc(Cl)cc1Cl)c1cnccn1	-3	4	-6	0	5	0	-2
Cc1cc(F)ccc1NC(=O)c1cnccn1	4	-5	3	-5	3	-2	-4
COc1ccccc1OCC(=O)NNC(=O)CCCC(=O)NNC(=O)COc1ccccc1OC	5	-1	-4	9	-1	1	1

Main list, from the start:
Structure	Cneo AK release	miR122 inh	esBAF inh	C2C12 statin	ARNT TACC3 PPI	ERp5 block	SIRT5 inh
Cc1noc(C)c1S(=O)(=O)N1CCCC(C(=O)Nc2ccc(Cl)cn2)C1 (stereo unspecified)	-1	-8	0	-2	-4	/	/
CC(=O)Nc1nc(-c2cccs2)cs1	-3	2	14	/	7	/	/
Cc1cccc(-n2nc3c(c2NC(=O)C2CC2)CS(=O)(=O)C3)c1C	-3	-4	-7	10	4	8	-6
COc1cccc(/C=N/NC(=O)CNC(=O)c2ccc(S(=O)(=O)N3CCOCC3)cc2)c1OC	/	/	/	/	-5	3	-4
O=C(NC1CCSc2ccccc21)c1ccccc1Cl (stereo unspecified)	1	-5	7	0	-1	9	0
CC(=O)NC[C@H]1[C@H](c2ccc(C3=CCCC3)cc2)[C@H](CO)N1C(=O)NC(C)C	0	0[16.7 µM]	5	0	-2	/	/
CN(Cc1cccc(F)c1)CC(O)COCc1ccccc1Cl (stereo unspecified)	-8	-6	-3	5	-2	-4	-1
Cc1ccc(C(O)c2ncc(-c3ccc4ccccc4c3)[nH]2)cc1F (stereo unspecified)	3	-1	20	4	/	-5	-2
O=C(OCC(=O)c1ccc(Cl)cc1Cl)c1cnccn1	-3	4	-6	0	5	0	-2
Cc1cc(F)ccc1NC(=O)c1cnccn1	4	-5	3	-5	3	-2	-4
COc1ccccc1OCC(=O)NNC(=O)CCCC(=O)NNC(=O)COc1ccccc1OC	5	-1	-4	9	-1	1	1
Cc1cccc(NC(=O)CCN2CCCC(C)C2)c1 (stereo unspecified)	1	/	-8	22	-4	-2	-2
COC(=O)c1cc(=O)n(CCc2ccccc2)c(=Nc2ccc(F)cc2)s1	0	-8	5	2	-3	7	-10
O=C(CSc1nnc(-c2ccco2)o1)Nc1cccc([N+](=O)[O-])c1	1	0	-12	4	-5	-45	-1
Cc1ccc(S(=O)(=O)Nc2ccc3c(c2)CC(=O)N([C@H](C)CO)C[C@H](C)[C@@H](CN(C)C(=O)NC(C)C)O3)cc1	-1	-2[16.7 µM]	1	28	3	-3	-1
Cn1cc(/C=C2\SC(=S)N(NC(=O)c3cccc(Cl)c3)C2=O)c2ccccc21	/	/	/	/	-6	2	-4
CC(NC1c2ccccc2-c2ccccc21)c1ccccc1 (stereo unspecified)	-2	-3	-1	18	-15	0	-2
CCSc1ccc(-c2cc(NC=O)c3ncc(-c4cccc(C(=O)NCCN(C)C)c4)n3c2)cc1	4	-26	-87	5	/	-7	3
C#CCN(Cc1ccco1)C(=O)c1cc(COc2cccc3cccnc23)on1	-1	-7	1	-4	/	6	/
Cc1ccc(Oc2nc(-c3cccnc3)nc3ccccc23)c([N+](=O)[O-])n1	6	-7	0	6	-8	1	-3
CCOc1cc(/C=N/N2CCN(Cc3ccccc3)CC2)ccc1O	0	-11	-9	8	7	-2	-4
Fc1ccc(CSc2nsc(SCc3ccc(F)cc3)n2)cc1	1	/	-6	1	-4	4	-1
Cc1c(NC(=O)c2ccc3c(c2)OCO3)cccc1-c1nc2ccccc2s1	/	1	12	1	3	/	/
Cc1ccc(OCC(=O)NC(C)c2ccc(Cl)c(Cl)c2)c([N+](=O)[O-])n1 (stereo unspecified)	-1	-2	-3	23	12	-1	1
O=C(N/N=C\c1cc2c(cc1[N+](=O)[O-])OCO2)c1cccs1	0	0	4	-8	5	-2	-1
CCOC(=O)Cn1cc([N+](=O)[O-])c(OC)n1	4	-5	-8	-3	-4	/	/
COCCOc1ccc(C(F)(F)F)cc1NC(=O)CN1C(=O)NC(C)(c2ccc3c(c2)OCO3)C1=O (stereo unspecified)	/	/	-9	-3	9	-2	-2
COCCNC(=O)C[C@H]1CC[C@@H]2[C@H](COc3ccc(NC(=O)Cc4ccccc4)cc3C(=O)N2C)O1	49	-27[16.7 µM]	-1	-3	-2	0	-3
N#Cc1ccc(Oc2ccc(C#N)c(C#N)c2)cc1C#N	-1	/	6	4	1	-11	0
Cc1nn(Cc2ccccc2Cl)c(Cl)c1/C=C/C(=O)OCC(=O)NC1CCS(=O)(=O)C1 (stereo unspecified)	2	0	8	3	-10	4	-4

(further entries)
Structure	Cneo AK release	miR122 inh	esBAF inh	C2C12 statin	ARNT TACC3 PPI	ERp5 block	SIRT5 inh
O=C(Nc1nc(-c2cccs2)c(C(=O)C(F)(F)F)s1)c1ccccc1	-11	5	-4	-24	3	1	5
Clc1ccccc1OCc1nn[nH]n1	/	/	-3	3	-3	-1	-3
CCOC(=O)CC(=O)CSc1nc(C)cc(C)c1C#N	1	-2	/	/	-1	/	/
O=C(COC(=O)c1ccc(Cl)c(S(=O)(=O)N2CCCCC2)c1)NCC1CCCCC1	0	3	-7	4	2	-1	3
Cc1cnc(C(=O)OCC(=O)c2ccc[nH]2)cn1	-1	/	/	11	-3	2	2
NNC(=O)c1nn(-c2ccc(Cl)cc2)ccc1=O	0	1	4	4	11	/	/
Cc1ccc(CN2CCN(/N=C/c3cccnc3)CC2)cc1	-2	-10	/	/	5	/	/
Cc1ccc(NS(=O)(=O)c2csc(C(N)=O)c2)cc1C	-3	99*	-18	7	2	1	4
CN1C(=O)/C(=C\C(=O)c2cccs2)c2ccccc21	/	/	/	/	-8	3	1
CC(=O)OCC1OC(OCc2cn(C[C@H]3CC[C@H](Cn4cc(COC5OC(COC(C)=O)C(OC(C)=O)C(OC(C)=O)C5OC(C)=O)nn4)O3)nn2)C(OC(C)=O)C(OC(C)=O)C1OC(C)=O (stereo partly specified)	1	-1	-4	-3	8	-8	/
CC(C)C/C=C1\CCc2c([nH]c3ccccc23)C1=O	2	8	52*	-10	-5	-4	-3
CCOC(=O)CNc1c(-c2ccc(O)cc2)nc2ccccn12	-4	-3	6	-8	2	/	/
CCC1(C)Cc2c(sc3nc4n(c(=O)c23)CCCS4)CO1 (stereo unspecified)	-9	-7	14	-10	-2	/	/
Oc1ccc(/C=N/Nc2ncc(Br)cn2)c(O)c1	-3	-2	-15	21	57*	/	/
Cc1ccc(Nc2nc(-c3ccncc3)nc3ccccc23)cc1	2	-1	/	/	/	6	-4
CC(C)(C)c1ccc(CC(=O)N2CCC2(C)C(=O)Nc2cccc3c2CCCC3)cc1 (stereo unspecified)	-2	4	4	0	/	0	-1
Cc1noc(C)c1NC(=O)N(C)C[C@H]1OCCCC[C@@H](C)Oc2ccc(NC(=O)c3ccncc3)cc2C(=O)N([C@@H](C)CO)C[C@H]1C	0	-3[16.7 µM]	-4	35	-12	-1	-3
Cc1nnc(SCC(=O)NCCOc2ccc(Cl)cc2)n1-c1ccccc1	1	-6	-15	-1	-5	/	/
CC(=O)Nc1ccc(S(=O)(=O)NC2(C(F)(F)F)C(=O)Nc3c2c(=O)[nH]c(=O)n3Cc2cccnc2)cc1 (stereo unspecified)	-6	2	3	5	-27	0	2
CC(C)(C)c1ccc(-c2nnc(SCCN3C(=O)c4ccccc4C3=O)o2)cc1	-1	3	-5	-9	-27	/	/
O=C(NCc1ccccc1)c1cccc(NC(=O)C2CCCCC2)c1	4	14	-5	-6	1	-1	0
C[C@H](CO)N1C[C@H](C)[C@@H](CN(C)Cc2cccnc2)Oc2ncc(/C=C/c3ccccc3)cc2C1=O	-4	-9[16.7 µM]	-3	15	-15	1	-3
COc1ccc(C(=O)CSc2nnc(NC(=O)C3CC(=O)N(c4cccc(OC)c4)C3)s2)cc1 (stereo unspecified)	7	-2	/	/	-1	-2	-4
C[C@@H]1CN([C@@H](C)CO)C(=O)c2cc(NC(=O)CCN3CCOCC3)ccc2O[C@H]1CN(C)S(=O)(=O)c1cccs1	4	-6[16.7 µM]	-8	-10	/	-5	-1
COc1cccc(C=O)c1OC(=O)N1CCOCC1	0	/	1	10	1	1	-4
O=C(CC1C(=O)OCN1C(=O)OCc1ccccc1)OCC(=O)c1ccccc1 (stereo unspecified)	11	1	14	103*	-6	/	/
N#Cc1ccc(OCC(=O)NNC(=O)C2CCCCC2)cc1	-1	49	2	4	32	1	0
Cc1ccc(OCC(=O)NCCCNC(=O)c2ccncc2)cc1	0	/	1	-4	3	0	0
Cc1cccc(N2C(=O)CC(Sc3nc(C)c4c(n3)CCCC4)C2=O)c1 (stereo unspecified)	-1	-1	-2	/	-3	/	/

Screening results as filed in PubChem BioAssay.
